Screening data (PubChem)
GAA spleen mod: inhibitors or activators of human alpha-glucosidase in spleen homogenate. human spleen homogenate, 4-MU-alpha-glucoside fluorescence. Potency, µM (series often up to 79.9 µM), without a hit: at the highest dose activity change, negative = inhibition, usual class: inhibitors. hit rate 0.006% among 240,000. AID 2112;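 note: 0% = enzyme with vehicle and -100% = no enzyme basal signal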
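AC50 values come from Hill-equation fits of concentration-response data, normalized to no-enzyme and full-activity controls. Enzyme source: 1 ug human spleen homogenate; 1 mM fluorogenic 4-MU glucoside, pH 5.0 citrate buffer, 37 C, 40 min.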
GLA spleen mod: alpha-galactosidase A (human) modulation | P06280 | human spleen homogenate, 4MU-alpha-Gal fluorescence, 40 min | Potency, µM (top dose mostly 80 µM), for inactives: top-dose activity change, negative = inhibition, actives largely listed as inhibitors | hit rate 0.008% among 240,000 | AID 2107;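 note: 0% = enzyme with vehicle and -100% = no enzyme basal signal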
Target sequence (P06280 32-429 limits assumed): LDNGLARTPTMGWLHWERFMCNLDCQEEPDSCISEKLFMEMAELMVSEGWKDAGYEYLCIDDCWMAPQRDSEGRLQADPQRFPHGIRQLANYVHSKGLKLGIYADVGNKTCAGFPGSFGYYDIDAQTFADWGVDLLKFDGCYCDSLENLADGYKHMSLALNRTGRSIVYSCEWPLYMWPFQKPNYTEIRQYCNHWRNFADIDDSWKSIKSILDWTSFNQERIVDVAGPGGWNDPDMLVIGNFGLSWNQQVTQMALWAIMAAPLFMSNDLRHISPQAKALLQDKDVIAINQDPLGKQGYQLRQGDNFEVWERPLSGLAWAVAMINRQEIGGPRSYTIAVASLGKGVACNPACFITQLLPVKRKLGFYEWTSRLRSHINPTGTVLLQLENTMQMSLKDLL
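Fluorogenic readout (Ex 365/Em 440 nm) of 4-methylumbelliferone released from 1 mM 4-MU-alpha-galactoside by spleen homogenate, 40 min at 37C, pH 5.0. Data normalized to no-enzyme and enzyme controls; Hill-equation AC50 from compound titrations.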
HTT cytoprotect: cytoprotection in Huntington HTT-Q103 PC12 cell model; PC12 HTT-Q103 induced, cytoprotection, ATP luminescence, 40 h; hit rate 0.14% among 230,000; AID 1471; Potency, µM (series often up to 56.4 µM), without a hit: cytoprotection (ATP increase), usual class: activators;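 note: % of control where 0% means no effect; nearly all actives have a fitted effect of over 45% in size; toxic huntingtin expression switched on by the ecdysone agonist tebufenozide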
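Quantitative HTS on tebufenozide-induced (100 nM) PC12 cells expressing HTTQ103 exon 1–GFP; compounds tested as a concentration series; survival measured via cellular ATP.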
* marks the source's active call; other numbers are inactive results; u = inconclusive; & = joins results of further samples; [ ] = remark or other dose. Calls come from the whole dose curve; as a rule, active = well fitted curve in the direction sought with a large enough effect; inconclusive = small, poorly fitted or top-dose-only effect, or another doubt; inactive = no such curve, though single readings can be large; an effect the other way counts as inactive or inconclusive. Potency is the fitted concentration of half-maximal effect.

SMILES	GAA spleen mod	GLA spleen mod	HTT cytoprotect
COc1ccc2[nH]c3c(c2c1)CCN=C3C	-9%[29.1 µM]	4%[29.1 µM]	12%[40.3 µM]
CCCCOC(=O)c1ccccc1N	6%	1%	-11%
c1ccc2cc3c(cc2c1)-c1cccc2cccc-3c12	2%	-4%	-27%
Nc1c(Br)cc([N+](=O)[O-])cc1[N+](=O)[O-]	15%	14%	-46%[inhibitor]
CC(C)N(CC[C@@](C(N)=O)(c1ccccc1)c1ccccn1)C(C)C	0%[29.1 µM]	7%[29.1 µM]	u
c1cc2ccc3cccc4ccc(c1)c2c34	3%	5%	0%
Nc1cc(Cl)cc(Cl)c1	0%	3%	-52%[inhibitor]
Brc1ccc(Oc2cc(Br)c(Br)cc2Br)c(Br)c1	5%&-19%	0%&-8%	14%&1%
CN(C)C(=O)Nc1cccc(C(F)(F)F)c1	-3%	2%	-24%
C[C@@]12CC[C@H](O)C[C@@H]1CC[C@H]1[C@H]2CC[C@@]2(C)[C@@H](C3=CC(=O)OC3)CC[C@]12O	7%[29.1 µM]	-6%[29.1 µM]	-2%[40.3 µM]
CC[C@@]1(c2ccc(N)cc2)CCC(=O)NC1=O	2%[29.1 µM]	11%[29.1 µM]	u
c1csc(CN2CCCC3(CCNCC3)C2)n1	3%	-7%	-18%
Nc1ccc([N+](=O)[O-])cc1N	3%	-2%	u
Nn1cnnc1	-11%	2%	-37%[inhibitor]
Nc1ccccc1C(=O)OCCc1ccccc1	0%	u	-116%[inhibitor]
CC(C)[C@@]1(NC(=O)[C@@H]2C[C@H]3c4cccc5[nH]cc(c45)C[C@@H]3N(C)C2)O[C@]2(O)[C@H]3CCCN3C(=O)[C@H](Cc3ccccc3)N2C1=O	-1%[29.1 µM]	6%[29.1 µM]	22%[17.1 µM]
Nc1ccccc1-c1ccccc1	0%	7%	-15%
CN1CC[C@]2(C)c3cc(O)ccc3N(C)[C@@H]12	5%[29.1 µM]	9%[29.1 µM]	-72%[inhibitor]
CCN(CC)c1ccccc1	1%	-2%	-17%
C#CCN(C)[C@@H](C)Cc1ccccc1	3%[29.1 µM]	0%[29.1 µM]	-18%
c1cc(CN2CCCC3(CCNCC3)C2)ccn1	5%	-6%	17%
C#C[C@@]1(O)CC[C@@H]2[C@@H]3CCC4=CC(=O)CC[C@@]4(C)[C@H]3CC[C@]21C	-4%[29.1 µM]	-11%[29.1 µM]	2%[40.3 µM]
C[C@@H](Cc1ccccc1)NCCC(c1ccccc1)c1ccccc1	-9%[29.1 µM]	-3%[29.1 µM]	-11%[40.3 µM]
O=C(O)C(Cl)Cl	4%&2%	-3%&4%	53%&12%
CC(C)c1c(CN(C)[C@@H](C)Cc2ccccc2)n(C)n(-c2ccccc2)c1=O	4%[29.1 µM]	4%[29.1 µM]	-41%[inhibitor][17.1 µM]
CC(C)Nc1ccc(Nc2ccccc2)cc1	-10%	0%	5%
[O]=[Cd]	-5%	4%	-4%
CO[C@@H](C)[C@](O)(C(=O)OCC1=CCN2CC[C@@H](O)[C@H]12)C(C)C	-7%[29.1 µM]	6%[29.1 µM]	-19%[40.3 µM]
CC(C)(OOC(C)(C)c1ccccc1)c1ccccc1	-6%	2%	-8%
CC1=CC(=O)C2=C(C)C[C@@H](O)[C@@H]3[C@@H](OC(=O)[C@H]3C)[C@H]12	2%[29.1 µM]	2%[29.1 µM]	-4%[40.3 µM]
C=CCOC(C)=O	-8%	-6%	-13%
O=[N+]([O-])c1ccc2c3c(cccc13)CC2	-1%	26%	u
CC(=O)[O-].CC(=O)[O-].O.O.O.[Pb+2]	-8%&14%	-10%&3%	u
CN(C)c1ccc(N(C)C)cc1	-10%	-4%	-52%[inhibitor]
Clc1ccc(CO[C@@H](Cn2ccnc2)c2ccc(Cl)cc2Cl)cc1	0%[29.1 µM]	6%[29.1 µM]	-15%[40.3 µM]
Nc1cccc2ccccc12	0%	10%	-12%
CCOP(=O)(OCC)OCC	2%	14%	-12%
O=[N+]([O-])c1c(Cl)c(Cl)cc(Cl)c1Cl	1%	9%	-13%
CC1=C2[C@@H]3OC(=O)[C@@H](C)[C@@H]3CC[C@]2(C)C=CC1=O	0%[29.1 µM]	-9%[29.1 µM]	0%[40.3 µM]
COC(=O)N1CCC2(CCCN(C)C2)CC1	1%	0%	-52%[inhibitor]

Of the compounds above, 2 contain an NH in an aromatic ring.
SMILES	GAA spleen mod	GLA spleen mod	HTT cytoprotect
COc1ccc2[nH]c3c(c2c1)CCN=C3C	-9%[29.1 µM]	4%[29.1 µM]	12%[40.3 µM]
CC(C)[C@@]1(NC(=O)[C@@H]2C[C@H]3c4cccc5[nH]cc(c45)C[C@@H]3N(C)C2)O[C@]2(O)[C@H]3CCCN3C(=O)[C@H](Cc3ccccc3)N2C1=O	-1%[29.1 µM]	6%[29.1 µM]	22%[17.1 µM]

More entries:
SMILES	GAA spleen mod	GLA spleen mod	HTT cytoprotect
CCOC(=O)CC(SP(=S)(OC)OC)C(=O)OCC (configuration not stated)	6%	10%	16%&22%
c1ccc(N2CCCC3(CCNCC3)C2)nc1	-4%	5%	20%
COC(=O)Nc1cccc(OC(=O)Nc2cccc(C)c2)c1	1%	5%	-58%[inhibitor]
O=C(Oc1ccccc1)N1CCC[C@@]2(CCN(C(c3ccccc3)c3ccccc3)C2)C1	8%	-5%	21%
c1ccc(C2CO2)cc1 (configuration not stated)	-8%	-13%	2%
OCCCCO	-2%	-4%	-1%
CN(C)NC(=O)CCC(=O)O	-3%	8%	-3%
COC(=O)c1ccccc1N	5%	-16%	-2%
N#CC(Cl)Cl	-10%	-3%	-57%[inhibitor]
O=C(Nc1cccc(F)c1)N1CC2(CCNCC2)C1	6%	-7%	11%
COc1ccccc1CN1CCCC2(CCN(C(=O)Oc3ccccc3)CC2)C1	-4%	10%	u
Clc1ccc(C(Cl)(Cl)Cl)cc1Cl	-17%	-2%	-11%
CCCCCCCCOC(=O)c1ccccc1C(=O)OCCCCCCCC	0%	8%	-4%&-12%
C(#CCN1CCCC1)CN1CCCC1	-5%[29.1 µM]	-2%[29.1 µM]	20%[40.3 µM]
ClC=CCl	-1%	-8%	0%
c1ccc2c(c1)CCNC2	-15%	-3%	u
C=CCOC(=O)c1ccccc1N	7%	6%	u
C1CCC(NC2CCCCC2)CC1	5%&1%	-4%&2%	-12%&-14%&-8%
c1ccc(N2CCCC3(CCNCC3)C2)cc1	-7%	3%	u
CC(C)Br	-3%	9%	-10%
O=[N+]([O-])c1ccccc1-c1ccccc1	-5%	-9%	1%
O=S(=O)(O)c1cc(O)ccc1O	4%[29.1 µM]	-8%[29.1 µM]	-33%[inhibitor][17.1 µM]
Oc1ccccc1	-2%	u	7%
O=C(Oc1ccccc1)N1CCC2(CC1)CN(Cc1ccncc1)C2	-1%	2%	-45%[inhibitor]
COC(=O)Nc1nc2ccccc2[nH]1	3%	-4%	-35%[inhibitor]
CN(C)c1ccc(N=O)cc1	6%	13%	-88%[inhibitor]
Nc1cccc(Cl)c1	-7%	2%	2%
CN1C(=O)CCS(=O)(=O)[C@@H]1c1ccc(Cl)cc1	-5%[29.1 µM]	3%[29.1 µM]	-4%[40.3 µM]
CC(C)CCON=O	2%	1%	-26%
CCC(=O)O[C@H]1CC[C@H]2[C@@H]3CCC4=CC(=O)CC[C@]4(C)[C@H]3CC[C@]12C	3%[29.1 µM]	-18%[29.1 µM]	u
CCCCCCCCn1sccc1=O	-3%	2%	-180%[inhibitor]
Cc1ccccc1N	11%&6%	11%&27%	-1%&-2%
O=[N+]([O-])c1cc(Cl)c(Cl)cc1Cl	2%	11%	-3%
CCCCCCC(=O)CCCCCC/C=C/C[C@@H](O)[C@H](O)[C@@](N)(CO)C(=O)O	-9%	-3%	-3%
COc1c(C(C)(C)C)cc([N+](=O)[O-])c(C)c1[N+](=O)[O-]	-4%	4%	-10%
CN(C)c1ccccc1	0%	-5%	5%
CCSC(=O)Cl	-4%	6%	-10%
COC1=C[C@H]2C3=C([C@H]2C1=O)[C@H](NC(C)=O)CCc1cc(OC)c(OC)c(OC)c13	5%[29.1 µM]	-4%[29.1 µM]	-4%[40.3 µM]
C=COC(C)=O	-4%	-2%	1%
CC(C)NC(=O)N1CC[C@@]2(CCCNC2)C1	-8%	0%	-35%[inhibitor]
Oc1ccc(Cl)c(Cl)c1	1%	2%	-2%
O=[N+]([O-])c1cc(Cl)c(Cl)c(Cl)c1	-7%	-11%	4%

By substructure: the compounds so far with a halogen
SMILES	GAA spleen mod	GLA spleen mod	HTT cytoprotect
Nc1c(Br)cc([N+](=O)[O-])cc1[N+](=O)[O-]	15%	14%	-46%[inhibitor]
Nc1cc(Cl)cc(Cl)c1	0%	3%	-52%[inhibitor]
Brc1ccc(Oc2cc(Br)c(Br)cc2Br)c(Br)c1	5%&-19%	0%&-8%	14%&1%
CN(C)C(=O)Nc1cccc(C(F)(F)F)c1	-3%	2%	-24%
O=C(O)C(Cl)Cl	4%&2%	-3%&4%	53%&12%
Clc1ccc(CO[C@@H](Cn2ccnc2)c2ccc(Cl)cc2Cl)cc1	0%[29.1 µM]	6%[29.1 µM]	-15%[40.3 µM]
O=[N+]([O-])c1c(Cl)c(Cl)cc(Cl)c1Cl	1%	9%	-13%
N#CC(Cl)Cl	-10%	-3%	-57%[inhibitor]
O=C(Nc1cccc(F)c1)N1CC2(CCNCC2)C1	6%	-7%	11%
Clc1ccc(C(Cl)(Cl)Cl)cc1Cl	-17%	-2%	-11%
ClC=CCl	-1%	-8%	0%
CC(C)Br	-3%	9%	-10%
Nc1cccc(Cl)c1	-7%	2%	2%
CN1C(=O)CCS(=O)(=O)[C@@H]1c1ccc(Cl)cc1	-5%[29.1 µM]	3%[29.1 µM]	-4%[40.3 µM]
O=[N+]([O-])c1cc(Cl)c(Cl)cc1Cl	2%	11%	-3%
CCSC(=O)Cl	-4%	6%	-10%
Oc1ccc(Cl)c(Cl)c1	1%	2%	-2%
O=[N+]([O-])c1cc(Cl)c(Cl)c(Cl)c1	-7%	-11%	4%

The list is partial. The share of hits here may be higher or lower than overall.
